FN deposition inh = fibronectin deposition inhibition | AH1F fibroblasts, Alexa488-fibronectin deposition fluorescence, overnight | inhibition, % at 12.6 µM | 350,000 tested, 0.086% active | AID 743247;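 active means mean inhibition across replicates of 30% or more, regardless of how many single replicates reach that level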;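 further: positive control wells lacked labelled fibronectin entirely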
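Assay system: AH1F fibroblasts assembling fluorescent fibronectin matrix; Amount: 10000 AH1F cells per well; Buffer or medium: DMEM, 2% serum; Probe or stimulus: Alexa488-fibronectin, 24 nM final in well; Doses: single compound dose, delivered by pin transfer; Incubation: 1 h adhesion, overnight exposure; Measured by: fluorescence 485/525 nm; Read-out: fibronectin deposition inhibition.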
LGR2 antag = inhibitors of bursicon-induced Drosophila LGR2 receptor cAMP signaling; HEK293 LGR2, CRE-luciferase, bursicon-stimulated, 4 h; 380,000 tested, 0.35% active; inhibition, % at 9.99 µM; AID 720647;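 active means drop in luminescence signal, shown as inhibition above about 50% in the replicate tests, limit read from the data, passing the limit was not always enough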;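 further: agonist challenge used bursicon conditioned medium at about half maximal strength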
SIRT5 inh = blocks human SIRT5 desuccinylation of peptide; Q9NXA8; inhibition, % at 15 µM; 330,000 tested, 1.1% active; Purified SirT5, succinyl-peptide AMC, trypsin-coupled fluorescence; in the data active means inhibition above about 15%
Target sequence (Q9NXA8 whole entry, looked up): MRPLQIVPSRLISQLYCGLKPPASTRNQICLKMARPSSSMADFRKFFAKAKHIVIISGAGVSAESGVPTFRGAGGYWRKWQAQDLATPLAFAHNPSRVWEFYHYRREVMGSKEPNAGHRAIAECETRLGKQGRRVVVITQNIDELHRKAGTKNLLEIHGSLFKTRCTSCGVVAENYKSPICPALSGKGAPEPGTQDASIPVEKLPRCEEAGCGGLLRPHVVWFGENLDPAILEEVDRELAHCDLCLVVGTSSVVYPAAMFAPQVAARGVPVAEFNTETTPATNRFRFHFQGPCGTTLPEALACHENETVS
Statin myotox sup = suppressors of simvastatin-induced myotoxicity in C2C12 myotubes; AID 602340; ATP luminescence, 48 h; scaled: DMSO 0, geranylgeraniol control 100; rescue of ATP level, % at 7.49 µM; 330,000 tested, 0.78% active;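 active means mean ATP rescue above about 67%, or every replicate alone reaching that limit, limit read from the data, passing the limit was not always enough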;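 further: myotubes were challenged with 10 µM simvastatin during compound exposure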
esBAF inh = SWI/SNF esBAF complex inhibition. reporter increase, % at 12.5 µM. 350,000 tested, 2% active. mouse ES cells, Bmi1-luciferase knock-in reporter, 24 h; 100% = twice the neutral-well signal. AID 602393; in the data active means activation above about 40%;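 further: 0% = median of the plate's neutral control wells and 100% = double that signal; a rise in the Bmi1 reporter signal indicates esBAF inhibition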
Casp6 inh = caspase-6 (human) enzyme inhibition. P55212. purified caspase-6, Z-VEID-R110 cleavage fluorescence. inhibition, % at 12.5 µM. 350,000 tested, 0.53% active. AID 686996;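 active means mean inhibition across replicates at least about 35%, with every replicate also reaching that limit, limit read from the data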;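 further: 0% = median of neutral control wells and 100% = no fluorescence left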
Target sequence (P55212 24-179 limits assumed): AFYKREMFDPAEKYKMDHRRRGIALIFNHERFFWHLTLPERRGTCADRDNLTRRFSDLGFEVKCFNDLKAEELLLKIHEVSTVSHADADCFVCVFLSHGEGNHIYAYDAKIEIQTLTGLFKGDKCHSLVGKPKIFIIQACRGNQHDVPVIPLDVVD
Target sequence (P55212 194-293 limits assumed): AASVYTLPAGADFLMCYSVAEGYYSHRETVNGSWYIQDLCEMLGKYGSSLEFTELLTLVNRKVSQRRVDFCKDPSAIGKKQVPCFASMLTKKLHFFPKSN
S100A4 inh HTS = blocks human S100A4 binding to myosin IIA peptide; P26447; S100A4/TAMRA-MyoIIA peptide fluorescence polarization; inhibition, % at 10.7 µM; 360,000 tested, 0.14% active; AID 652163;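 active means mean inhibition of at least 70% across replicates, with every replicate also reaching that level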
Target sequence (P26447 whole entry, looked up): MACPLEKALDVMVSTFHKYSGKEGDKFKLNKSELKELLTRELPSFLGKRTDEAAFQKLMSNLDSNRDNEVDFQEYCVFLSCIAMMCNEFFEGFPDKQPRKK
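Compound dosing: one dose per compound; test system: human S100A4 monomer with TAMRA-labelled myosin IIA peptide; probe or stimulus: TAMRA-labelled myosin IIA heavy-chain peptide probe, 5 nM; medium: HEPES buffer with Ca2+, pH 7.2; schedule: 5 min incubation before reading; benchmarks: neutral control DMSO, positive control TFP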
An asterisk follows results filed as active; / = not tested or not shown; & = joins results of further samples. The list is partial. The share of hits here may be higher or lower than overall.

SMILES	FN deposition inh	LGR2 antag	SIRT5 inh	Statin myotox sup	esBAF inh	Casp6 inh	S100A4 inh HTS
O=C(COc1ccccc1)N1CCN(c2ccc([N+](=O)[O-])c(N3CCCCC3)c2)CC1	/	-10	1	3	6	5	3
CC1CCCN(C(=O)CCNS(=O)(=O)c2ccc(Br)cc2)C1 (stereo not given)	-4	5	-3	2	-2	-3	3
Cc1ccc(N(CC(=O)NCc2ccccn2)S(=O)(=O)c2ccccc2)cc1C	7	9	-2	7	0	-4	0
COc1cc(/C=N/Nc2cccc3cccnc23)cc(OC)c1O	-2	-75	0	/	/	9	-2
CCC(=O)N(C)C[C@@H]1Oc2cc(C#Cc3ccccn3)ccc2S(=O)(=O)N([C@@H](C)CO)C[C@H]1C	7	17	5	-7	-2	2	16
CCc1nnc(SC(C)C(=O)Nc2nccs2)n1C (stereo not given)	2	16	-3	2	-3	/	-1
CN(C)CC(=O)N[C@H]1CC[C@H](CCNC(=O)Nc2ccc(C(F)(F)F)cc2)O[C@H]1CO	/	16	-5	-10	2	-135	-11
CN(C)Cc1c(C(=O)N/N=C/CCc2ccccc2)nnn1-c1nonc1N	5	-3	-3	3	-1	1	2
COc1ccc([C@H]2CC(=O)C=C(c3cccc(C(F)(F)F)c3)C2)cc1	-3	-18	-2	-9	10	-1	2
CC(=O)NC(CC(=O)NCC(c1ccco1)N(C)C)c1ccccc1 (stereo not given)	-3	/	/	3	5	/	/
CC1=C(C(=O)N2CCc3ccccc32)C2(CCC(C)CC2)OC1=O (stereo not given)	-1	1	-8	4	1	1	-3
C=CCn1nc(-c2ccccc2)cc1C(=O)OCC	-2	7	/	/	/	-3	4
CCOc1ccccc1C(=O)Nc1cccc(-c2ccc(N3CCOCC3)nn2)c1	1	-72	-2	-47	63*	2	-1
CCC(C)C(NC(=O)c1ccccc1NC(=O)c1ccccc1)C(=O)N1CCOCC1 (stereo not given)	5	4	-1	/	/	4	0
COc1cccc(NC(=O)COC(=O)COc2cccc3c2OC(C)(C)C3)c1	/	-10	-1	/	/	0	-3
O=C(C1CCCC1)N1CC(=O)N2[C@H](CO)[C@H](c3ccc(Br)cc3)[C@@H]2C1	2	-2	-1	/	/	2	-13
C/C=C/c1ccc2c(c1)O[C@@H](CN(C)C(=O)c1cccnc1)[C@H](C)CN([C@@H](C)CO)S2(=O)=O	/	2	-3	-10	1	2	-5
O=S(=O)(c1cccc(F)c1)N1[C@@H]2CNC[C@H]1C2c1ccc(-c2cccnc2)cc1 (stereo not given in full)	3&-2	9&4	-1&2	/	/	-14&0	-4&-32
CCOc1ccc(/C=N/Nc2ccc(Cl)nn2)c(O)c1	12	-12	3	-3	34	-2	-3
CC1(C)C2CC[C@]3(C)C(CC=C4[C@@H]5C[C@@](C)(CO)[C@@H](O)C[C@]56C[C@@H](OC6=O)[C@]43C)[C@@]2(C)CC[C@@H]1O (stereo not given in full)	/	/	/	6	5	-1	-9
CN1C(=O)c2cc(NC(=O)Nc3ccccc3Cl)ccc2OC[C@@H]2O[C@H](CC(=O)NCCCN3CCOCC3)CC[C@H]21	8	16	/	-9	2	/	/
Cc1ccc(S(=O)(=O)N2[C@@H](Cc3ccccc3)CO[C@H]2CC(=O)c2cccc3ccccc23)cc1	0	0	/	/	/	-4	-1
CCCNC(=O)Nc1ccc2c(c1)C(=O)N(C)C[C@H](OC)[C@@H](C)CN(C(=O)C1CCCCC1)[C@H](C)CO2	/	33	5	-6	-4	0	-6
COc1ccccc1P(=O)(Cc1ccccc1[N+](=O)[O-])c1ccccc1 (stereo not given)	-1	-5	3	/	/	6	1
O=C(O)COc1ccc(/C=N/NC(=O)C2CCCN2S(=O)(=O)c2ccc(Cl)cc2)cc1 (stereo not given)	/	26	/	-6	-7	/	/

Looked up above:
Value of CC(=O)NC(CC(=O)NCC(c1ccco1)N(C)C)c1ccccc1 (stereo not given) under esBAF inh: 5
Value of O=S(=O)(c1cccc(F)c1)N1[C@@H]2CNC[C@H]1C2c1ccc(-c2cccnc2)cc1 (stereo not given in full) under SIRT5 inh: -1&2

(listing goes on)
SMILES	FN deposition inh	LGR2 antag	SIRT5 inh	Statin myotox sup	esBAF inh	Casp6 inh	S100A4 inh HTS
COC(=O)c1ccccc1N=Nc1c(C)n[nH]c1C	-16	-2	-7	/	/	1	-7
O=C(c1cc(-c2ccccc2)n[nH]1)N1CCN(S(=O)(=O)c2ccccc2)CC1	1	-10	/	5	9	22	-2
O=C(CSc1cccc2cccnc12)N/N=C/c1ccc(O)cc1	-7	-14	1	-2	3	1	-3
COc1cc(/C=C2/C(=N)N3C=CSC3=NC2=O)ccc1OCCCOc1c(C)cccc1C	/	-3	0	5	5	-1	2
CC1CN(C(=O)c2cc3cc(Cl)cc(Cl)c3oc2=O)CC(C)O1 (stereo not given)	-3	/	/	6	1	/	/
Cc1ccccc1N1CCN(C(=S)c2ccc(-c3cccc([N+](=O)[O-])c3)o2)CC1	4	-14	0	/	/	/	1
CCOC(=O)C1=C(C)NC(=O)N(C(C)=O)C1c1ccc(Cl)cc1 (stereo not given)	-10	5	/	38	-5	/	/
Cc1cc(Cl)ccc1OC(C)C(=O)Nc1ccc(C(=O)Nc2ccccc2C(=O)O)cc1 (stereo not given)	/	13	9	3	-6	21	1
C[C@@H]1CN([C@H](C)CO)C(=O)c2cc(NC(=O)Cc3ccccc3)ccc2O[C@H]1CN(C)S(=O)(=O)c1cccs1	/	17	3	-32	-1	0	7
COC(=O)[C@H]1[C@H](CO)[C@H]2Cn3c(ccc(-c4ccccc4)c3=O)[C@H]2N1Cc1ccccc1F	/	-6	-2	5	3	2	-3
CSc1nn2c(C(F)(F)F)cc(C(F)(F)F)nc2c1C(N)=O	8	/	-4	/	/	0	3
CCCC#Cc1ccc2c(c1)O[C@H](CN(C)C(=O)c1cccnc1)[C@@H](C)CN([C@H](C)CO)S2(=O)=O	1	4	-3	/	-2	0	-8
Cc1c(N=C2SCC(=O)N2/N=C/c2ccccc2Cl)c(=O)n(-c2ccccc2)n1C	3	/	/	9	-10	/	/
C[C@H]1CN([C@@H](C)CO)S(=O)(=O)c2ccc(/C=C/c3ccccc3)cc2O[C@H]1CN(C)C(=O)c1cccnc1	-2	3	10	/	1	-2	-3
O=C(CSc1ccccc1)Nc1cccc(S(=O)(=O)N2CCOCC2)c1	-17	11	0	0	-6	-2	-2
COc1cccc(NC(=O)COc2ccc(N3CC(C(=O)NCC(C)C)CC3=O)cc2)c1 (stereo not given)	-5	/	/	3	4	/	/
CCCN1CCN(c2ccc(S(N)(=O)=O)cc2[N+](=O)[O-])CC1	-14	-2	/	4	-8	-4	2
Cc1cc(SCC(=O)c2cc(C)n(C)c2C)nc2ccccc12	-2	-5	1	/	/	2	4
Cc1oc(-c2ccccc2F)nc1CS(=O)CC(=O)NCc1ccc(F)cc1 (stereo not given)	2	3	-6	4	-7	1	-5
Cc1ccc(OCC(=O)N2CCN(S(=O)(=O)c3ccc4c(c3)OCCO4)CC2)c(C)c1	-3	/	2	-3	-9	-2	0
COc1ccc(NC(=O)c2cc(C3CCCCN3C(=O)c3cccs3)on2)c(C)c1 (stereo not given)	4	17	5	-9	-4	0	-4
CCCC(C)NC(=O)CSc1nc(-c2ccccc2)cn1N (stereo not given)	-1	0	-2	/	/	-1	2
CC[C@H](C)[C@H]1CNC(=O)C(=O)N1CC1CCN(CCCc2ccc(OC)c(OC)c2)CC1	-3	-15	-3	4	-5	4	-2
CC(=O)N1CCN(CC(=O)c2ccc(Br)cc2)CC1	4	-15	-3	/	/	-3	-1
CN(C)S(=O)(=O)N1CCN(S(=O)(=O)c2ccccc2)CC1	-9	/	/	3	0	/	/

An excerpt of these results, as comma-separated lines:
smiles,FN deposition inh,LGR2 antag,SIRT5 inh,Statin myotox sup,esBAF inh,Casp6 inh,S100A4 inh HTS
COC(=O)[C@H]1[C@H](CO)[C@H]2Cn3c(ccc(-c4ccccc4)c3=O)[C@H]2N1Cc1ccccc1F,/,-6,-2,5,3,2,-3
CSc1nn2c(C(F)(F)F)cc(C(F)(F)F)nc2c1C(N)=O,8,/,-4,/,/,0,3
CCCC#Cc1ccc2c(c1)O[C@H](CN(C)C(=O)c1cccnc1)[C@@H](C)CN([C@H](C)CO)S2(=O)=O,1,4,-3,/,-2,0,-8
Cc1c(N=C2SCC(=O)N2/N=C/c2ccccc2Cl)c(=O)n(-c2ccccc2)n1C,3,/,/,9,-10,/,/
C[C@H]1CN([C@@H](C)CO)S(=O)(=O)c2ccc(/C=C/c3ccccc3)cc2O[C@H]1CN(C)C(=O)c1cccnc1,-2,3,10,/,1,-2,-3

Further compounds:
SMILES	FN deposition inh	LGR2 antag	SIRT5 inh	Statin myotox sup	esBAF inh	Casp6 inh	S100A4 inh HTS
O=C(Nc1ccccc1F)N1CCCCN2[C@H](C1)[C@H](c1ccc(C#Cc3cccnc3)cc1)[C@@H]2CO	/	0	12	0	9	0	-8
CC(=O)N1CCc2cc(N=NC3=C(O)CC(C)(C)CC3=O)ccc21	-10	6	4	/	/	0	23
CC(=O)N(C)C[C@@H]1Oc2ncc(C#C[C@H](C)O)cc2C(=O)N([C@H](C)CO)C[C@H]1C	3	-1	0	-7	2	1	5
CN1CCN(C(=O)C[C@@H]2C=C[C@H](NC(=O)Cc3ccccn3)[C@@H](CO)O2)CC1	-2	-8	5	6	-6	-11	17
O=C(C[C@H]1C=C[C@@H](NS(=O)(=O)c2ccccc2)[C@@H](CO)O1)NCc1ccc(Cl)c(Cl)c1	-7	2&2	-1	15	0	2	0
CO[C@@H]1CN(C)C(=O)c2cc(NC(=O)C3CCCC3)ccc2OC[C@@H](C)N(C(=O)c2ccccc2)C[C@H]1C	6	-8	0	-2	5	0	-38
CCCC(=O)Nc1nc2ccc(NC(=O)c3cccnc3)cc2s1	/	1	-1	-96	14	3	-5
O=C(/C=C/Sc1ccc(C(F)(F)F)cn1)c1ccccc1	5	-61	0	13	-10	2	-1

Part of the list above, with bars between the fields:
canonical_smiles | FN deposition inh | LGR2 antag | SIRT5 inh | Statin myotox sup | esBAF inh | Casp6 inh | S100A4 inh HTS
CO[C@@H]1CN(C)C(=O)c2cc(NC(=O)C3CCCC3)ccc2OC[C@@H](C)N(C(=O)c2ccccc2)C[C@H]1C | 6 | -8 | 0 | -2 | 5 | 0 | -38
CCCC(=O)Nc1nc2ccc(NC(=O)c3cccnc3)cc2s1 | / | 1 | -1 | -96 | 14 | 3 | -5
